IDE cell inh = inhibits human insulin-degrading enzyme in HEK cells. P14735. FAbetaB cleavage, fluorescence polarization. 320,000 compounds, 0.41% hits. inhibition, % at 5.59 µM. AID 434962;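 active means percent inhibition above the average of all tested compounds plus 3 SD, set per screening campaign, cut at about 16% in these data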;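 further: IDE supplied by intact live HEK cells; FP after avidin binding of uncleaved biotin substrate so inhibition keeps polarization high; 0% = DMSO wells and 100% = 60 µM reference IDE inhibitor Ii1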
PHOSPHO1 block = blocks human PHOSPHO1 phosphatase activity. recombinant PHOSPHO1, absorbance phosphatase assay. 290,000 compounds, 1.1% hits. inhibition, % at 13.3 µM; in the data active means inhibition above about 60%
Target sequence (Q8TCT1 whole entry, looked up): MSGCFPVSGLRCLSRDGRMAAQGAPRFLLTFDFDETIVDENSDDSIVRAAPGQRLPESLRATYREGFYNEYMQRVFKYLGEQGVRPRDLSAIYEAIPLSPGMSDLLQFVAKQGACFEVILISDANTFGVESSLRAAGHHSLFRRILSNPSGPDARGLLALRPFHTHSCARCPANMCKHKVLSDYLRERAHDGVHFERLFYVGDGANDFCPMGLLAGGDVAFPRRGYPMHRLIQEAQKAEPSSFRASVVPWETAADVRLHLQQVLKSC
IMP-1 inh = blocks Pseudomonas aeruginosa IMP-1 metallo-beta-lactamase; 290,000 compounds, 0.45% hits; purified IMP-1, nitrocefin hydrolysis, epi-absorbance fluorescence; inhibition, % at 5.6 µM; AID 1556;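 active means inhibition above the mean plus 3 SD of all compounds in the same screening run, cut at about 4.5% in these data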;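 further: 0% = IMP-1 with DMSO and 100% = DMSO wells lacking enzyme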
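System: purified recombinant IMP-1 beta-lactamase. Medium: Zinc- and detergent-supplemented HEPES buffer, pH 7.1. Compound: one 5.6 µM dose […]. Schedule: 15 min preincubation plus 25 min reaction at 25 °C. Technique: Epi-absorbance fluorescence, 480 nm excitation, 530 nm emission.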
M18AAP inhibitor = PfM18AAP enzyme inhibition. recombinant PfM18AAP, H-Glu-NHMec fluorogenic cleavage. inhibition, % at 7.35 µM. 290,000 compounds, 1.2% hits. AID 1822;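 active means inhibition above the campaign mean inhibition over all tested compounds plus 3 SD, cut at about 28% in these data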;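 further: 0% = plate median of test compound wells and 100% = 2 mM ZnCl2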
GPR7 antag = human neuropeptides B/W receptor 1 antagonism. GPR7-expressing cells, fluorescence antagonist assay. inhibition, % at 4.4 µM. 290,000 compounds, 1.1% hits. AID 1861; in the data active means inhibition above about 16%, passing the limit was not always enough;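 further: cells stimulated with the agonist NPW; 0% = agonist with vehicle and 100% = vehicle without agonist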
Target sequence (P48145 whole entry, looked up): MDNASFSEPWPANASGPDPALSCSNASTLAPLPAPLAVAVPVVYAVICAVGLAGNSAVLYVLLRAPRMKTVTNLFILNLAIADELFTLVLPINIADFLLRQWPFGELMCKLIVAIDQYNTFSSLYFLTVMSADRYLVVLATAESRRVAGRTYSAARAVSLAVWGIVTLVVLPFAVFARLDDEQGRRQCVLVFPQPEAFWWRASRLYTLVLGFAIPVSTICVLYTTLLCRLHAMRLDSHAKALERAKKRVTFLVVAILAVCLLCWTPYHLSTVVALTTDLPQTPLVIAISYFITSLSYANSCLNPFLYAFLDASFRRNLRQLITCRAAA
IDE act = activators of human insulin-degrading enzyme in cells; P14735; HEK cells, FAbeta-B cleavage, fluorescence polarization; 0% vehicle, 100% cell-free pure enzyme wells; activation, % at 5.96 µM; 340,000 compounds, 0.073% hits; AID 493087;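 active means activation above the mean of all tested compounds plus 3 SD, set per screening campaign, cut at about 17% in these data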
p-CIP stab down = lowers stability of the mouse p/CIP coactivator protein | Q05BA5 | F442A p/CIP-EGFP cells, EGFP fluorescence, 16 h | decrease of EGFP signal, % at 10 µM | 290,000 compounds, 0.01% hits;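 active means EGFP signal decrease of at least 30% at 10 µM or well 3 SD below plate mean, unless failing retest; inactive means the rest, including hits failing retest or dose response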; further: some compounds called inactive have numbers as strong as hits; many of its hits are not listed in these tables
NALP1 inh = inhibitors of NALP1 inflammasome in yeast | S. cerevisiae NALP1/ASC/caspase-1 growth, X-gal OD620, 72 h | inhibition, % at 10 µM | 280,000 compounds, 0.61% hits | AID 2071; in the data active means inhibition mostly above about 24%, no sharp cut-off; inactive means mostly below about 32%; further: some compounds called inactive have numbers as strong as hits
VIM-2 inh = inhibitors of Pseudomonas aeruginosa VIM-2 metallo-beta-lactamase | AID 1527 | inhibition, % at 5.6 µM | 290,000 compounds, 0.89% hits | purified VIM-2, nitrocefin hydrolysis, epi-absorbance fluorescence;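 active means inhibition above the mean of all tested compounds plus 3 SD, cutoff set per screening run, cut at about 7.5% in these data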;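 further: red hydrolysis product quenches plate fluorescence so inhibitors raise well fluorescence; 0% = enzyme with DMSO and 100% = DMSO without enzyme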
The depositor's hits bear a star; / = no result given; & = joins results of further samples.

Preview, two compounds:
Under each structure: IDE cell inh	IDE act	VIM-2 inh	p-CIP stab down	PHOSPHO1 block	M18AAP inhibitor	NALP1 inh	GPR7 antag	IMP-1 inh
- C/C(=N\Nc1ccc(Cl)c(C(=O)O)c1)c1ccc2c(c1)OCO2
 : -4	1	-2.5	3	-24	27	2	-12	-0.7
- O=C(Nc1nsc(-c2ccccc2)n1)c1ccncc1
 : -5	-4	-0.5	1	18	-9	6	14	-0.6

The listing (from the top)
Under each structure: IDE cell inh	IDE act	VIM-2 inh	p-CIP stab down	PHOSPHO1 block	M18AAP inhibitor	NALP1 inh	GPR7 antag	IMP-1 inh
- C/C(=N\Nc1ccc(Cl)c(C(=O)O)c1)c1ccc2c(c1)OCO2
 : -4	1	-2.5	3	-24	27	2	-12	-0.7
- O=C(Nc1nsc(-c2ccccc2)n1)c1ccncc1
 : -5	-4	-0.5	1	18	-9	6	14	-0.6
- Brc1ccc(-n2cc(-c3ccccc3)c3c(NN4CCOCC4)ncnc32)cc1
 : 4	4	-2.2	-5	-1	-1	14	-9	-5.6
- Cc1ccc(S(=O)(=O)NNC(=O)C2CCN(Cc3ccccc3)CC2)cc1
 : 5	0	-2.7	14	-1	-8	4	-1	-2.7
- CC(=O)O[C@]1(C(C)=O)CC[C@H]2[C@@H]3C=C(C)C4=CC(=O)CC[C@]4(C)[C@H]3CC[C@@]21C
 : 4	4	-0.2&-1.9	3&-3	8&4	-9&-2	14&-6	-8&8	-2.5&0.3
- CCOC(=O)C1=C(Nc2ccc(C)cc2)CC(C)(O)C(C(=O)OCC)C1c1ccccc1 (configuration not stated)
 : 9	-3	-2.1	-8	41	-2	8	-9	-3.5
- O=C(NCCCNC(=O)c1cnccn1)c1ccc(Cl)cc1
 : -4	2	-3.2	2	16	-4	5	2	-0.2
- O=C(c1ccc2c(c1)OCO2)N1CCN(c2cccc(C(F)(F)F)c2)CC1
 : -1	4	-3.0	4	35	9	2	-1	-2.0
- COc1cc(/C=C/C(=O)O)cc(OC)c1
 : 0	5	-0.2	4	10	-6	30	9	1.2
- CC(C)c1ccc(NC(=O)N2CCc3ccccc3C2)cc1
 : 1	4	-0.6	-14	32	0	13	41*	-0.1
- COc1ccccc1N1CCN(C(=O)c2ccc(N(C)S(=O)(=O)c3ccccc3)cc2)CC1
 : 3	-2	-5.8	-5	37	8	-2	3	-4.9
- CCC(C)NC(=O)c1ccccc1-c1ccccc1C(=O)NC(C)CC (configuration not stated)
 : -4	7	-0.7	-22	28	3	8	-5	-1.1
- Cc1ccc2[nH]c(CNC(=O)C3CCCCC3)cc2c1
 : /	1	-5.2	-8	42	13	-6	-4	-4.7
- COc1ccc([N+](=O)[O-])cc1NC(=O)C1(c2ccccc2)CCOCC1
 : 6	-3	-2.8	2	-17	2	22	-9	-2.5
- COc1ccc(-n2ncc3c(NCC(C)C)ncnc32)cc1
 : 0	0	-3.4	7	14	5	1	8	-3.0
- CCOC(=O)c1cn(CC)c2cc(N3CCOCC3)c(F)cc2c1=O
 : 5	2	-1.3	3	12	3	7	9	-1.5
- O=C(CCc1nc2ccccc2[nH]1)NCc1ccc2c(c1)OCO2
 : 1	1	-0.2	-7	6	0	19	-8	0.9
- COCCSc1ccccc1C(=O)NCc1cccnc1
 : -2	-10	-1.6	-5	14	-3	14	-11	-3.4
- Cn1c(NC(=O)Cc2cccc3ccccc23)cc(=O)n(C)c1=O
 : 6	-10	0.7	4	8	2	13	-2	-2.0
- Cc1cc(C)nc(N2C(=O)CC(Cc3ccc(Cl)cc3)C2=O)n1 (configuration not stated)
 : 8	4	-0.6	-13	28	-8	3	0	-0.6
- COc1ccc(/C=N/NC(=O)c2ccc(CSc3nncn3C)cc2)cc1OC
 : -1	-1	1.7	-7	37	0	-10	-2	-1.3
- N#CC1(c2ccc(NC(=O)c3ccccc3F)cc2)CCCC1
 : -2	2	-1.5	-3	4	6	30	-2	-2.7
- CCn1c(C)cc(/C=C2/SC(=S)NC2=O)c1C
 : 5	3	1.1	-8	6	11	16	-11	-3.8
- CCOc1cccc2sc(N(CCCN(C)C)C(=O)c3ccc(S(=O)(=O)N4CCCCCC4)cc3)nc12
 : -1	7	-2.5	-13	14	-5	18	6	-4.2
- CCc1nnc(NC(=O)/C=C/c2ccco2)s1
 : 3	-2	-2.0	-11	10	-2	33	-3	-3.4
- CN(C(=O)CC1C(=O)NCCN1C/C=C/c1ccccc1)C1CCOCC1 (configuration not stated)
 : -2	2	-0.7	-14	9	-7	-8	-5	-1.2
- Oc1ccc(/C=N/Nc2nc(-c3cccnc3)nc3ccccc23)c(O)c1
 : 7	-7	-2.7	-13	6	30*	3	-15	-0.3
- CC(=O)CC(C)(C)S(=O)(=O)c1ccc(Oc2ccc(S(=O)(=O)C(C)(C)CC(C)=O)cc2)cc1
 : 1	6	-3.2	-6	-1	-2	12	-4	-1.5
- Cc1c(C)n(CCC(=O)O)c2ccccc12
 : -6	5	1.0	-16	30	15	-5	-3	-2.5
- C=CCn1c(SCC(=O)N2CCN(CCO)CC2)nc2sc3c(c2c1=O)CCC3
 : 7	-9	50*	-11	33	-3	5	-10	0.4
- CCC(C)c1ccc2oc(-c3ccc(NC(=O)Cn4cnc5c(=O)n(C)c(=O)n(C)c54)cc3)nc2c1 (configuration not stated)
 : -1	6	-4.5	-14	13	4	16	-2	-4.8
- CCNCc1cc(Cl)c(OCc2ccccc2)c(OCC)c1
 : 2	1	1.0	-6	32	-7	15	12	-2.3
- Cc1nnc(SCC(=O)N2CCOCC2)s1
 : 1	-1	-2.0	-2	7	6	1	-8	1.5
- COc1ccccc1/C=C/C(=O)N1CCC(c2ccccc2)C1 (configuration not stated)
 : 0	1	-0.5	-2	0	-1	25	-3	-1.4
- CC1(C)C(=O)Nc2ccccc2N1C(=O)CSc1nnc2ccccn12
 : 2	1	0.1	10	6	3	0	-3	-0.6
- CCOc1ccc(C2/C(=C(\O)c3ccc4c(c3)OCCO4)C(=O)C(=O)N2CCCN2CCOCC2)cc1 (configuration not stated)
 : 3	7	0.7	5	29	10	19	2	-1.4
- COc1ccc2c(c1)O[C@H](c1ccc3c(c1)OCO3)[C@@H](O)C2=O
 : -5	2	-0.3	0	-4	1	25	18	0.1
- Cn1c(=O)n(C)c2cc(S(=O)(=O)NCc3ccccc3)ccc21
 : -2	3	-1.7	-13	6	-7	5	-11	-2.6
- Fc1ccc(CNc2nc(-c3ccccc3)nc3ccccc23)cc1
 : /	1	-0.8	-1	48	5	-6	-6	-2.6
- O=C(COC(=O)/C=C/c1cccs1)Nc1ccccc1Cl
 : -1	0	2.8	10	2	3	13	-8	-2.8
- O=C(NCc1nc2ncc(Br)cc2[nH]1)c1ccccc1
 : -1	1	-0.3	12	7	1	17	0	-2.2
- COc1ccc(N2CCN(CC(O)COC(c3ccccc3)c3ccccc3)CC2)cc1 (configuration not stated)
 : 2	-2	-5.1	2	18	8	8	-4	-4.1
- O=C(O)c1ccc2c(=O)[nH]c(CN3CCOCC3)nc2c1
 : 6	6	-1.5	0	25	5	7	-8	-6.0
- CCCn1c(SCC(=O)NC2CCCc3ccccc32)n[nH]c1=O (configuration not stated)
 : -2	4	-2.7	-2	9	4	2	-2	-3.1
- N#CC(C#N)=C1NC2(CCCC2)Cc2ccccc21
 : 8	-5	2.1	0	7	2	20	0	-1.9
- CN1C(=O)[C@@H]2[C@H](C1=O)[C@@H]1C(=O)Nc3ccccc3C(=O)N1[C@@H]2c1ccc(F)cc1
 : 7	-1	0.0	3	-19	-7	25	2	0.3
- CN(C)CCC1CCN(c2cc(C#N)c(C#N)cc2[N+](=O)[O-])CC1
 : 5	0	-0.4	-6	8	0	-1	-11	-4.5
- Cc1cc(NC(=O)CN(C)S(=O)(=O)c2cccc(Cl)c2)no1
 : -3	2	-3.8	-9	48	-8	-26	-4	-2.7
- CC(C)Cc1c2c([nH]c(=S)c1C#N)CCCC2
 : 9	-22	-2.1	-3	4	-12	24	-6	-1.5
- Cc1ncc(S(=O)(=O)c2ccccc2)c(-c2ccccc2Cl)n1
 : -3	3	-3.5	16	20	2	51	7	-2.6
- CC(=O)NC(Cc1ccc(C(C)C)cc1)C(=O)NC1CCN(C(=O)c2cccc(C)c2)CC1 (configuration not stated)
 : 1	4	-1.8	14	40	-3	-8	-12	-1.4
- COc1cc(C(N)=O)ccc1OCc1ccccc1
 : 4	-1	-5.2	-12	-84	9	-1	8	-2.7
- CC(NC(=O)c1cc(-c2ccccc2)nc2ccccc12)C1CCCO1 (configuration not stated)
 : 1	/	0.7	-9	24	-7	16	-10	-2.1
- CCOC(=O)c1cnc2c(OC)cccc2c1N1CCN(c2ccc(OC)cc2)CC1
 : 1	-6	0.1	-6	24	4	-16	-20	-8.0
- Cc1nc2ccc(NC(=S)NCc3ccccc3)cc2nc1C
 : 11	-3	-2.4	-9	17	1	-19	-9	-0.4
- COc1ccc(C(=O)N2CCN(Cc3ccc(OC)c(OC)c3)CC2)cc1
 : -2	4	-1.4	3	/	3	-18	-1	-1.9
- N#Cc1c2ncn(CC(=O)c3ccc(Br)cc3)c(=O)c2c2n1CCC2
 : -2	8	-1.8	-6	-8	5	-12	2	-4.2
- CC(=O)C1C(c2ccc(O)cc2)NC(=O)NC1(O)C(F)(F)F (configuration not stated)
 : 5	1	/	5	49	/	5	/	/
- O=C(Nc1cc([N+](=O)[O-])ccc1O)c1cccc(NC(=O)c2ccco2)c1
 : -3	5	-0.6	-2	23	-9	28	-15	-1.6
- CC(=O)c1cccc(NC(=O)Cn2cnc(S(=O)(=O)N3CCOCC3)c2)c1
 : -4	4	-2.3	-14	28	-2	15	-10	-2.7
- CN1CCN(c2ccc(C(=O)NC3CCCCC3)cc2[N+](=O)[O-])CC1
 : 0	1	-3.5	2	42	2	21	12	-2.1
- CCOC(=O)Cc1csc(NC(=O)CCCN2C(=O)c3ccccc3C2=O)n1
 : -4	6	-2.9	11	-12	2	0	-3	-2.0
- COc1ccccc1N1CCN(C(=O)COc2ccc(S(=O)(=O)NC(C)(C)C)cc2)CC1
 : -1	/	-3.6	-12	54	-5	-23	-13	-3.4

Structures listed above printed as active in M18AAP inhibitor.
Under each structure: IDE cell inh	IDE act	VIM-2 inh	p-CIP stab down	PHOSPHO1 block	M18AAP inhibitor	NALP1 inh	GPR7 antag	IMP-1 inh
- Oc1ccc(/C=N/Nc2nc(-c3cccnc3)nc3ccccc23)c(O)c1
 : 7	-7	-2.7	-13	6	30*	3	-15	-0.3

Record cards, as listed above. Order of values: IDE cell inh	IDE act	VIM-2 inh	p-CIP stab down	PHOSPHO1 block	M18AAP inhibitor	NALP1 inh	GPR7 antag	IMP-1 inh
COc1ccc(C(=O)N2CCN(Cc3ccc(OC)c(OC)c3)CC2)cc1 in the list: -2	4	-1.4	3	/	3	-18	-1	-1.9
COc1ccc2c(c1)O[C@H](c1ccc3c(c1)OCO3)[C@@H](O)C2=O in the list: -5	2	-0.3	0	-4	1	25	18	0.1
CN1CCN(c2ccc(C(=O)NC3CCCCC3)cc2[N+](=O)[O-])CC1 in the list: 0	1	-3.5	2	42	2	21	12	-2.1
